SENP1 FRET inh – SENP1 (human) catalytic domain inhibition. recombinant SENP1 catalytic domain, CyPet-SUMO1-YPet FRET cleavage. inhibition, % at 10 µM. 360,000 compounds, 0.21% hits. AID 624204;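 active = inhibition at least 30% at 10 µM, raw YFP signal under a set limit, fluorescence ratio 0.5 to 1.5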;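 also: 0% = enzyme with DMSO and 100% = no enzyme wells; some results filed as inactive read as strong as hits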
Target sequence (Q9P0U3 419-644 limits assumed): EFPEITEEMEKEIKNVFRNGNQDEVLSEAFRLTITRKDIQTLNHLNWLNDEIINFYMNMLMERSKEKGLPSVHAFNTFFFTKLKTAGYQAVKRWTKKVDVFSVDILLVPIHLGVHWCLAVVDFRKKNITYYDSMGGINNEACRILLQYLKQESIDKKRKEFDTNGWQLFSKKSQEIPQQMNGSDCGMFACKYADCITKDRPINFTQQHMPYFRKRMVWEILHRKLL
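material = recombinant human SENP1 catalytic domain, His6-tagged | quantity = 20 pM enzyme | reagent = 25 nM SUMO1 FRET substrate | compound dosing = 10 µM single point, 0.5% DMSO | timing = 50 min enzyme reaction, room temperature, light-protected | detection = FRET, CFP and YFP emission | control set = no-enzyme low, enzyme-DMSO high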
SENP8 block – SENP8 (human) protease inhibition | Q96LD8 | AID 602440 | inhibition, % at 20 µM | 360,000 compounds, 0.64% hits | recombinant SENP8, Nedd8 substrate fluorescence; in the data active = inhibition mostly above about 40%, no sharp cut-off; inactive = mostly below about 27%
Target sequence (Q96LD8 whole entry, looked up): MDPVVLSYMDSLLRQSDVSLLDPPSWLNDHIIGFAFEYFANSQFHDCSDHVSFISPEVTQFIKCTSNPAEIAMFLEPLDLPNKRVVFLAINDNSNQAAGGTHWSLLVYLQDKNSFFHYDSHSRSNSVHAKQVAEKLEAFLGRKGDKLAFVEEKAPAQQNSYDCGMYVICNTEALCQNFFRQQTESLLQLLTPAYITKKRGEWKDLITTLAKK
NR3A LBD binder – modulates the human NR3A ligand-binding domain; NR3A LBD differential scanning fluorimetry, Tm shift; 0% = protein alone, 100% = glycine-bound protein; Tm shift relative to glycine control, % at 25 µM; 340,000 compounds, 2.5% hits;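 active = melting temperature shift of at least 10% of the positive control shift, at one fixed dose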
PfGluPho inh – PfG6PD (Plasmodium falciparum) enzyme inhibition; PfGluPho enzyme, NADPH resazurin-diaphorase fluorescence; inhibition, % at 20 µM; 350,000 compounds, 0.78% hits; AID 504690;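 active = inhibition reaching at least a set limit at 20 µM in the primary screen, cut at about 59% in these data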;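 also: 0% = DMSO wells with substrate and 100% = DMSO wells lacking glucose-6-phosphate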
MPTP block – blocks calcium-induced mitochondrial swelling. isolated mouse mitochondria, Ca2+ swelling absorbance, 30 min. inhibition, % at 10 µM. 360,000 compounds, 1.4% hits. AID 602449;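 active = inhibition of 50% or more, scaled per plate between neutral and stimulator controls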;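 also: 0% = DMSO wells given calcium and 100% = 1 mM EGTA wells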
hIAP activ – human IAP activation; purified human IAP, CDP-Star luminescence, 30 min; hits give high values; 1 = vehicle-only enzyme, 0 = enzyme-free background; 330,000 compounds, 0.16% hits; P09923; activation factor at 10 µM; AID 2524;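 active = activation factor of the enzyme at least 2-fold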; also: the source names both 10 and 20 µM as test concentration; values of inactives mirror those of a sister screen read the other way
ATG4B inh – inhibitors of human ATG4B cysteine protease; Q9Y4P1; ATG4B cleavage of LC3-PLA2, NBD-HPC fluorescence, 1 h; inhibition, % at 8.33 µM; 340,000 compounds, 0.51% hits; AID 504462; in the data active = inhibition above about 40%
Target sequence (Q9Y4P1 whole entry, looked up): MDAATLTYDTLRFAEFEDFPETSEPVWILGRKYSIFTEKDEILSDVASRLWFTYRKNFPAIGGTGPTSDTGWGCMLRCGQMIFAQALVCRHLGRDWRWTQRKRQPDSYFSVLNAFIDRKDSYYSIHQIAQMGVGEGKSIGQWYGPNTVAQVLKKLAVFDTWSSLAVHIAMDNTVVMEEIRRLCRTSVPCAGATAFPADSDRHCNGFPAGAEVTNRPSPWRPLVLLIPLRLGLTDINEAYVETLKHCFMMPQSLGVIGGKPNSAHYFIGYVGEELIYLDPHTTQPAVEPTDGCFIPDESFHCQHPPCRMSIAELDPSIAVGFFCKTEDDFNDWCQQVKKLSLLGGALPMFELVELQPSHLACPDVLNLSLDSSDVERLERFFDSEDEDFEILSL
SENP6 block – SENP6 protease inhibition; Q9GZR1; Recombinant SENP6 catalytic domain, aminoluciferin luminescence; inhibition, % at 10 µM; 330,000 compounds, 1.8% hits; AID 2599;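 active = inhibition above about 50% at the single tested dose, limit read from the data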;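 also: plate controls were DMSO wells with enzyme for no effect and DMSO wells lacking enzyme for full effect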
* = called active by the depositor; . = not tested or not shown; & = joins results of further samples.

1. C=CCn1c(SCC(=O)Nc2ncc(Cc3cc(Cl)ccc3Cl)s2)nnc1-c1ccncc1
2. CCc1ccc(C(=O)NC(CC(C)C)C(=O)O)cc1 (configuration not stated)
3. COc1ccc(-c2cc(C(=O)Nc3cnn(Cc4ccccc4C)c3)no2)cc1OC
4. CC(C)(c1ccccc1)c1ccc(OCC2CO2)cc1 (configuration not stated)
5. O=C(CN1C(=O)COc2ccc(S(=O)(=O)N3CCOCC3)cc21)NCc1ccccn1
6. CN(C)S(=O)(=O)c1cccc(NC(=O)CNc2cccc(S(=O)(=O)N3CCCCC3)c2)c1
7. O=C(NNC(=O)C1CC=CCC1)c1ccccc1Br (configuration not stated)
8. CCCCNC(=O)/C(C#N)=C/c1cccnc1

entry no. | 1 | 2 | 3 | 4 | 5 | 6 | 7 | 8
SENP1 FRET inh | 1 | 1 | -2 | 2 | 1 | 1 | 1 | 1
SENP8 block | 27 | 16 | -10 | 14 | 9 | 2 | 13 | 2
NR3A LBD binder | -2 | 0 | -1 | 3 | 0 | . | 0 | -1
PfGluPho inh | -30 | -11 | -7 | 13 | -16 | -1 | -4 | 27
MPTP block | -8.9 | -1.1 | 0.5 | 0.7 | 0.3 | 5.5 | 0.1 | -0.8
hIAP activ | 1.3 | 0.8 | 1.1 | 0.84 | 1.1 | . | 1.3 | 0.95
ATG4B inh | 0 | 9 | 13 | 21 | 0 | . | -4 | -9
SENP6 block | -4 | 6 | -1 | -8 | 6 | . | 18 | 8

Screen by screen, quoted from above:
Compounds 1–8 in SENP6 block: -4, 6, -1, -8, 6, ., 18, 8
Compounds 1–8 in PfGluPho inh: -30, -11, -7, 13, -16, -1, -4, 27

(more compounds)
9. Cc1ccc(C2SCC(=O)N2c2ccccc2)cc1 (configuration not stated)
10. Cc1cccc(NC(=O)CCCc2ccccc2)c1C
11. CS(=O)(=O)c1ccc(Cl)c(NC(=O)CSc2nncn2-c2ccccc2)c1
12. Cc1nc(C)c(C(=O)NCc2ccccc2Cl)o1
13. CCCCn1c(SCC(=O)Nc2nc(C)cs2)nnc1-c1cccnc1
14. Cc1ccc(-c2nc3ncccn3c2NC2CCCC2)o1
15. CCOC(=O)c1cc2c(ccn2C)n1Cc1ccc(C#N)cc1
16. CCOc1ncccc1C(=O)Nc1ccc2nc(C)sc2c1

entry no. | 9 | 10 | 11 | 12 | 13 | 14 | 15 | 16
SENP1 FRET inh | 0 | 0 | 1 | 1 | 2 | 5 | -2 | -15
SENP8 block | 23 | 2 | -11 | -2 | 10 | -22 | -2 | -1
NR3A LBD binder | 3 | 0 | -2 | -2 | 0 | -3 | 1 | -1
PfGluPho inh | 3 | -5 | -9 | 13 | -1 | 36 | -3 | 0
MPTP block | 0.1 | 1.5 | -2.8 | 1.5 | -0.7 | -1.6 | -0.7 | -1.9
hIAP activ | 0.98 | 0.96 | 1.1 | 1 | 1 | 0.95 | 1 | 0.98
ATG4B inh | -2 | 1 | -3 | 10 | -1 | -8 | -1 | 1
SENP6 block | 6 | 3 | -8 | -13 | -4 | -6 | -11 | -8

17. COc1ccc(Cl)cc1NC(=S)N1CCN(C(=O)c2ccco2)CC1
18. Cc1onc(-c2ccccc2)c1C(=O)N1CCCSC1=Nc1ccccc1
19. CCC(C(=O)OCC(=O)C1(O)CCC2C3CCC4=CC(=O)CCC4(C)C3C(O)CC21C)C(C)C (configuration not stated)
20. O=C(Nc1cccc(F)c1)C1CCN(C(=O)Cc2ccccc2)CC1
21. O=C(Nc1ccccc1Cl)N1CCN(c2ccc3nnc(-c4ccccc4)n3n2)CC1
22. Cc1cc(NC(=O)CSc2c3c(nc4ccccc24)CCC3)no1
23. CCOC(=O)C(CCOc1cccc(CC)c1)C(=O)OCC
24. CCOc1ccc(N(CC(=O)Nc2c(C)n(C)n(-c3ccccc3)c2=O)S(=O)(=O)c2ccc(F)cc2)cc1

entry no. | 17 | 18 | 19 | 20 | 21 | 22 | 23 | 24
SENP1 FRET inh | 2 | 4&-1 | 2 | 1 | 0 | 1 | -1 | 4
SENP8 block | 13 | 9&10 | 17 | 28 | -18 | -3 | 2 | 7
NR3A LBD binder | 0 | -2&-1 | -2 | -1 | -11 | -2 | -3 | 1
PfGluPho inh | 5 | -12&-11 | 25 | -15 | 27 | 4 | -19 | 13
MPTP block | 0.2 | -0.4&1.0 | -0.1 | -16 | -0.6 | -1.3 | -0.6 | 0.7
hIAP activ | 0.92 | 0.96 | . | 1.1 | 0.92 | 0.95 | 1.2 | 1.2
ATG4B inh | 2 | -2&-6 | -1 | 1 | -11 | 0 | -3 | 2
SENP6 block | 7 | -12 | . | 3 | 3 | -4 | -12 | 5

25. COCCN(C(=O)Nc1ccc(OC)cc1)c1nc2ccccc2s1
26. O=C(Cc1cccs1)NCCS(=O)(=O)N1CCN(c2ccccc2F)CC1
27. CCOC(=O)C1=C(c2ccccc2)NC(SCC)=C(C#N)C1c1cccnc1 (configuration not stated)
28. Cc1ccc(OCC(=O)Nc2nc(C)c(Cl)cc2Cl)c([N+](=O)[O-])n1
29. COc1cc(NS(=O)(=O)c2ccc(NC(=O)c3ccc(S(=O)(=O)N4CCCCC4)cc3)cc2)ncn1
30. COCCNC(=O)CSc1nc(-c2ccc(OC)c(OC)c2)cc(C(F)(F)F)n1
31. COc1ccc(C2=NN(C(=O)CCCC(=O)O)C(c3cn(-c4ccccc4)nc3-c3ccccc3)C2)cc1 (configuration not stated)
32. CCN(CC)CCCNC(=O)c1cc(-c2ccc(Cl)c(Cl)c2)on1

entry no. | 25 | 26 | 27 | 28 | 29 | 30 | 31 | 32
SENP1 FRET inh | 0 | 1 | 1 | 0 | -1 | -1 | -1 | -1
SENP8 block | 9 | -4 | -11 | 19 | 6 | -390 | -102 | 14
NR3A LBD binder | 1 | 0 | 0 | -1 | -10 | 0 | -5 | 0
PfGluPho inh | 20 | -5 | -33 | -4 | -16 | -13 | -26 | -1
MPTP block | 0.5 | -1.1 | -1.5 | -0.3 | -1.5 | -5.0 | 3.0 | 79*
hIAP activ | 1.2 | 0.94 | 0.93 | 0.79 | 1 | 1 | 0.93 | 1.1
ATG4B inh | -5 | -9 | 4 | -4 | -6 | -6 | 7 | 8
SENP6 block | -20 | -18 | -4 | -9 | 2 | -17 | -13 | 11

Reprinted at random: five entries already listed.
28. Cc1ccc(OCC(=O)Nc2nc(C)c(Cl)cc2Cl)c([N+](=O)[O-])n1
31. COc1ccc(C2=NN(C(=O)CCCC(=O)O)C(c3cn(-c4ccccc4)nc3-c3ccccc3)C2)cc1 (configuration not stated)
26. O=C(Cc1cccs1)NCCS(=O)(=O)N1CCN(c2ccccc2F)CC1
30. COCCNC(=O)CSc1nc(-c2ccc(OC)c(OC)c2)cc(C(F)(F)F)n1
25. COCCN(C(=O)Nc1ccc(OC)cc1)c1nc2ccccc2s1

entry no. | 28 | 31 | 26 | 30 | 25
SENP1 FRET inh | 0 | -1 | 1 | -1 | 0
SENP8 block | 19 | -102 | -4 | -390 | 9
NR3A LBD binder | -1 | -5 | 0 | 0 | 1
PfGluPho inh | -4 | -26 | -5 | -13 | 20
MPTP block | -0.3 | 3.0 | -1.1 | -5.0 | 0.5
hIAP activ | 0.79 | 0.93 | 0.94 | 1 | 1.2
ATG4B inh | -4 | 7 | -9 | -6 | -5
SENP6 block | -9 | -13 | -18 | -17 | -20

(list continues)
33. CCCCCCCN1CCC(=O)N([C@H](CO)Cc2ccccc2)CC1
34. Cc1ccccc1CN1CCCOCCS1(=O)=O
35. O=C(NCc1ccc2c(c1)OCO2)C1CCN(c2ncccn2)CC1
36. Cc1ccc(SCC(=O)OCC(=O)N(CC(C)C)C2CCS(=O)(=O)C2)cc1C (configuration not stated)
37. Cc1cc(=O)n2[nH]c(SCc3ccccc3Cl)nc2n1
38. Cc1cccc(C(=O)Nc2cccc(C(=O)N/N=C/c3ccccn3)c2)c1
39. CC(=O)c1c(N=CN(C)C)nc(C)nc1-c1ccccc1
40. N#C/C(=C(/O)COc1ccccc1)c1nnc2n1CCCCC2

entry no. | 33 | 34 | 35 | 36 | 37 | 38 | 39 | 40
SENP1 FRET inh | 3 | 1 | -3 | 5 | -2 | -6 | -6 | 0
SENP8 block | 2 | 9 | -49 | -3 | 16 | 9 | 6 | 8
NR3A LBD binder | 5 | 2 | -3 | 1 | 18* | 1 | 0 | 0
PfGluPho inh | -5 | 6 | 8 | 12 | 2 | -9 | -10 | -15
MPTP block | -0.6 | -1.5 | -2.6 | -1.0 | 1.5 | 0.2 | -3.2 | -2.3
hIAP activ | 1 | 0.91 | 0.96 | 1 | 1 | 1.4 | 0.93 | 0.84
ATG4B inh | 1 | -3 | 0 | 3 | 2 | -6 | -5 | -2
SENP6 block | -17 | -6 | 9 | -6 | 32 | -3 | 9 | -16

41. CCOC(=O)c1cnc2c(C(F)(F)F)cccc2c1N1CCOCC1
42. CCOC(=O)[C@H]1[C@H]2COc3ccc(C)cc3[C@@H]2N2C(=O)CN(Cc3ccc(Cl)cc3)C(=O)[C@@]12C
43. c1ccc(-c2ccc(-c3csnn3)cc2)cc1
44. CC(C)N1CCC(N2CCN(Cc3cnc(-c4ccccc4)s3)CC2CCO)CC1 (configuration not stated)
45. COc1cccc(NC(=O)NC(C)C2CC3CCC2C3)c1 (configuration not stated)
46. O=C1C=C(c2cc(Cl)cc(Cl)c2)C[C@@H](c2ccc(F)cc2)C1
47. CCOc1ccc(NS(=O)(=O)c2ccc3c(c2)CCN3C(C)=O)cc1
48. CCCCn1c(NS(=O)(=O)c2ccc(C)cc2)c(S(=O)(=O)c2ccccc2)c2nc3ccccc3nc21

entry no. | 41 | 42 | 43 | 44 | 45 | 46 | 47 | 48
SENP1 FRET inh | -1 | -5 | 0 | -2 | 1 | 2 | 1 | -33
SENP8 block | 27 | 5 | 12 | -1 | 13 | 10 | 26 | -293
NR3A LBD binder | -1 | 1 | -42 | -2 | -16 | -3 | 0 | -3
PfGluPho inh | 1 | -7 | -2 | 0 | 1 | 8 | -10 | 42
MPTP block | -2.3 | 1.1 | 0.3 | -0.6 | 3.3 | 0.7 | -1.5 | 7.1
hIAP activ | 0.99 | 1.1 | 1.2 | 0.8 | 0.94 | 1 | 1.1 | .
ATG4B inh | -6 | -4 | -1 | 8 | -5 | 0 | -3 | 22
SENP6 block | -3 | -5 | 6 | -8 | -9 | -4 | 5 | .

49. COc1ccc(N(CC(=O)NCc2ccccc2)S(C)(=O)=O)cc1
50. CC(C)(C)CN1CCNC(=O)C1CC(=O)NCCc1cnn(-c2ccccc2)c1 (configuration not stated)
51. CCCCn1c(N)c(N(CC(C)C)C(=O)C2CC(=O)N(c3ccccc3C(C)CC)C2)c(=O)[nH]c1=O (configuration not stated)
52. COc1ccc(C(=O)NCc2ccncc2)cc1S(=O)(=O)N1CCOCC1
53. O=C(Nc1ccncc1)Nc1cccc(Cl)c1Cl
54. CCN(c1ccccc1)S(=O)(=O)c1cc(C(=O)Nc2ccc(Br)cc2)ccc1F
55. CSc1ccccc1NC(=O)CN1CCN(c2ccccn2)CC1
56. O=C(CCC(=O)Nc1ccc(Br)cc1)N/N=C/c1cc([N+](=O)[O-])ccc1O

entry no. | 49 | 50 | 51 | 52 | 53 | 54 | 55 | 56
SENP1 FRET inh | 4 | -6 | 0 | 0 | 0 | 1 | 0 | -3
SENP8 block | 24 | -47 | 2 | -2 | 3 | 20 | 4 | 25
NR3A LBD binder | 6 | -2 | -1 | -2 | -2 | 10 | 1 | -13
PfGluPho inh | -9 | -3 | 0 | 4 | 15 | -2 | -10 | -18
MPTP block | 0.3 | 6.6 | 0.7 | -1.7 | 4.8 | 97* | -1.1 | 4.3
hIAP activ | 0.83 | 0.98 | 1 | 1.1 | 1.3 | 1.1 | 1 | 1.2
ATG4B inh | -5 | 2 | -5 | -3 | -6 | -9 | -2 | -5
SENP6 block | 9 | -3 | -17 | -18 | 15 | -12 | -38 | -9
